Screening data as filed in PubChem.
ADAM17 inh: ADAM17 inhibitors, primary screen, biochemical, QFRET; recombinant ADAM17, EDANS/DABCYL FRET peptide cleavage; 370,000 tested, 0.83% active; inhibition, % at 6.95 µM;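 active means inhibition above the mean of compounds lying between control limits plus 3 SD, set per campaign, cut at about 8.5% in these data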;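 further: 0% = DMSO-only wells as the low control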
ASAP1 inh: inhibitors of human ASAP1 ArfGAP activity, primary screen, biochemical, fluorescence polarization | ASAP1-stimulated ARF1 GTP hydrolysis, GDP FP detection | 360,000 tested, 0.19% active | AID 624377, 2012 | inhibition, % at 16.5 µM | Arf-GAP with SH3 domain, ANK repeat and PH domain-containing protein 1 (Homo sapiens), …; in the data active means inhibition above about 25%;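 further: 0% = vehicle with enzyme and substrate and 100% = no enzyme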
MBD2 DNA inh: inhibitors of MBD2 binding to methylated DNA, primary screen, biochemical, TR-FRET, DNA-binding domain, human | Methyl-CpG-binding domain protein 2 (Homo sapiens), Q9UBB5 | MBD2 binding to methylated oligonucleotide | inhibition, % at 4.4 µM | 370,000 tested, 0.31% active | AID 686964, 2013; in the data active means inhibition above about 13%
Tn7 DDE FP: inhibitors of Tn7 peptide binding to fibrin DD(E), primary screen, biochemical, fluorescence polarization, human fibrin, Tn7 probe; Fibrinogen beta chain (Homo sapiens), P02675; FP displacement of FITC-Tn7 peptide from fibrin DD(E); 0% = median of compound wells per plate; inhibition, % at 8.3 µM; 370,000 tested, 0.13% active; AID 720508, 2013;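 active means inhibition above the mean of compounds falling within the control limits plus 3 SD of them, cut at about 14% in these data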;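 further: 0% = plate median of compound wells and 100% = 10 µM Aha-Tn7 peptide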
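Measure: % inhibition scaled between sample-field median and high-control FP; Test system: human fibrin DD(E); Quantity: 2 µM final DD(E) protein; Doses: one dose, 8.3 µM nominal; Schedule: compound with protein 10 min, then 3 h after probe, room temperature; Detection: fluorescence polarization; Medium: Tris buffer with calcium and detergent, pH 7.8.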
PLCg1 inh: PLC-gamma1 enzyme inhibitors, primary screen, biochemical, fluorescence, purified enzyme. 1-phosphatidylinositol 4,5-bisphosphate phosphodiesterase gamma-1 (Homo sapiens), P19174. fluorogenic substrate. inhibition, % at 12.2 µM. 370,000 tested, 0.84% active. AID 720700, 2013; in the data active means inhibition above about 9.5%
Tn6 DDE FP: inhibitors of Tn6 peptide binding to fibrin DD(E), primary screen, biochemical, fluorescence polarization, human fibrin, Tn6 probe | Fibrin DD(E) TRITC-Tn6 fluorescence polarization displacement | inhibition, % at 8.3 µM | 370,000 tested, 0.21% active | AID 720509, 2013;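 active means inhibition above a per-campaign cutoff: mean of compounds within control limits plus 3 SD, cut at about 15% in these data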;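 further: 0% = median of all compound wells on the plate and 100% = blocking peptide control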
UHRF1 MBD2 ctr: UHRF1 methylated DNA binding inhibitors, primary screen, counter-screen for MBD2 inhibitor project, biochemical, TR-FRET, human UHRF1, single concentration | UHRF1 binding to methylated oligo | inhibition, % at 4.4 µM | 370,000 tested, 0.75% active | AID 687016, 2013; in the data active means inhibition above about 21%;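 further: UHRF1 SRA domain binding a hemimethylated CpG hairpin DNA probe; 0% = median of test compound wells and 100% = reference inhibitor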
Target sequence (Q96T88 whole entry, looked up, the tested form may be a part): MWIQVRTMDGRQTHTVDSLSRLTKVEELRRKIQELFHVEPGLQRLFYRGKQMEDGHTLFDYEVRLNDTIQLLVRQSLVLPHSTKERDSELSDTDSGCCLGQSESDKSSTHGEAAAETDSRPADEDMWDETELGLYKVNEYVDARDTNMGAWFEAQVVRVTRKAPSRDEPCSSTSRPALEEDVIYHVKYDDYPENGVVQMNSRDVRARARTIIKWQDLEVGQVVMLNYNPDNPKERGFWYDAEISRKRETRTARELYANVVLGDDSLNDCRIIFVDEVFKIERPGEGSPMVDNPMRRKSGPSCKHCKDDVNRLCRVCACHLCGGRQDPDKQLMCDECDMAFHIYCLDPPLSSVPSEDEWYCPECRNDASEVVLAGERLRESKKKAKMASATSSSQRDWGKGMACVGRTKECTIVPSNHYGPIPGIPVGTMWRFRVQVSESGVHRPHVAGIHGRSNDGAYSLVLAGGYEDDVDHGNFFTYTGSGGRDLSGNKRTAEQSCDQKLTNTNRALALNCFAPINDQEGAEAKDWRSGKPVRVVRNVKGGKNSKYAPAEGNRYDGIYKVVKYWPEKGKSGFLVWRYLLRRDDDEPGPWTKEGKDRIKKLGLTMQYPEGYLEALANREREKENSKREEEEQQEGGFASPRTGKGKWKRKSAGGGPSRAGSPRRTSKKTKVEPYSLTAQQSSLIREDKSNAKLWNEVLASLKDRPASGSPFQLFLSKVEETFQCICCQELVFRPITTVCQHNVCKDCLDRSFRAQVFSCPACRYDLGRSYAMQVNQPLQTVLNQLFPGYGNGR
ARFGAP1 inhibitor: inhibitors of rat ARFGAP1 GAP activity, primary screen, biochemical, fluorescence polarization, GDP tracer. ADP-ribosylation factor GTPase-activating protein 1 (Rattus norvegicus), Q62848. Arfgap1-stimulated ARF1 GTP hydrolysis, GDP FP detection. inhibition, % at 16.5 µM. 360,000 tested, 0.26% active;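 active means inhibition above a per-plate limit, mean inhibition of low control wells plus 3 SD, cut at about 25% in these data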;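 further: 0% = DMSO wells with enzyme and 100% = wells lacking Arfgap1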
Target sequence (Q62848 1-136 limits assumed): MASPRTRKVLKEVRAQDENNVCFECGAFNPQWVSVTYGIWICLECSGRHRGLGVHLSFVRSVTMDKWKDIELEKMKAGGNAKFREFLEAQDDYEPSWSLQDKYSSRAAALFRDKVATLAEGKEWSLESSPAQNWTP
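Material: rat Arfgap1 GAP domain (His6, aa 1-136), purified enzyme. Also added: human ARF1(Δ1-17)-GTP substrate. Compound dosing: 16.5 µM single point, 1.26% DMSO. Timing: enzyme reaction 120 min at 25 °C after 20 min preincubation. Signal: GDP detection by fluorescence polarization. Read-out basis: percent inhibition of GAP-stimulated GDP formation, scaled between DMSO and no-Arfgap1 medians.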
KLK7 zymogen act: proKLK7 zymogen activators, primary screen, biochemical, fluorescence intensity | purified proKLK7, EDANS-DABCYL substrate fluorescence; 100% is mature enzyme control, 0% vehicle | activation, % at 7 µM | 370,000 tested, 0.9% active | AID 652039, 2013;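 active means activation above the mean of all tested compounds plus 3 SD, computed per campaign excluding outliers beyond control limits, cut at about 13% in these data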
PLC-beta3 inh: human PLC-beta3 inhibitors, primary screen, biochemical, fluorescence. 370,000 tested, 0.18% active. inhibition, % at 12.2 µM. Purified PLC-beta3, fluorogenic substrate. 1-phosphatidylinositol 4,5-bisphosphate phosphodiesterase beta-3 (Homo sapiens), Q01970; in the data active means inhibition above about 11%;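 further: 0% = median of compound wells on plate and 100% = full blocker control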
Active calls of the source: *; i = inactive.

SMILES | ADAM17 inh | ASAP1 inh | MBD2 DNA inh | Tn7 DDE FP | PLCg1 inh | Tn6 DDE FP | UHRF1 MBD2 ctr | ARFGAP1 inhibitor | KLK7 zymogen act | PLC-beta3 inh
COc1ccc(Cl)cc1NC(=O)CN(C)C(=O)c1cc2c(s1)CCC(C)C2 (configuration not stated) | -2 | -8 | 4 | 2 | 5 | -3 | -1 | 1 | -0.1 | -5
CCCCOC(=O)c1ccc(NC(=O)C(=O)NCCN(CC)CC)cc1 | -5 | -9 | 3 | 7 | 1 | -5 | 1 | -7 | -0.8 | 3
COc1ccc(NC(=O)NCc2ccc(Cl)cc2)cc1 | -4 | 1 | 2 | 4 | -1 | 1 | -3 | 9 | 0.5 | -6
CCOC(=O)c1c(N)c(C#N)cn1-c1ccccc1 | -8 | 14 | 1 | 6 | -1 | 9 | 0 | 8 | -0.2 | -6
O=C(OCC#CCSc1nnc(-c2ccccc2)o1)c1ccco1 | 0 | -10 | 0 | -1 | 2 | -7 | -3 | 8 | 0.6 | 3
Fc1ccc(-c2nc3c4ccccc4ccn3c2Cc2ccccc2)cc1 | -1 | -2 | -4 | -11 | -1 | 0 | 14 | 0 | -0.5 | 1
COCCNc1cc(C)nc2c3c(C)cc(C)nc3nn12 | i | 2 | 0 | -5 | i | 2 | 1 | -3 | 81* | i
CC(=O)NC(Cc1ccc(C(C)C)cc1)C(=O)NC1CCN(C(=O)c2cccc(C)c2)CC1 (configuration not stated) | 0 | 4 | -5 | 1 | 1 | 0 | 5 | 7 | -0.1 | 2
Cn1ccc(C(=O)NC(=S)N2CCSCC2)n1 | -5 | -14 | -2 | 6 | -3 | -4 | 1 | 2 | 0.1 | -6
Cc1ccn(CCNC(=O)C2CCC(=O)N(Cc3ccc(Cl)cc3)C2)n1 (configuration not stated) | -1 | -3 | 1 | 4 | -1 | 9 | 1 | -2 | -0.6 | -7
CC1CC(C)CN(C(=O)CNS(=O)(=O)c2cccs2)C1 (configuration not stated) | 1 | -6 | -4 | -3 | -1 | 0 | -1 | 3 | 0.2 | -5
CCCCCCC(O)(c1ccccc1)C(CN1CCOCC1)c1ccccc1 (configuration not stated) | -1 | -8 | -5 | 1 | 5 | 4 | -1 | -2 | 0.0 | -2

Single values from above.
`CC1CC(C)CN(C(=O)CNS(=O)(=O)c2cccs2)C1` (configuration not stated) – ASAP1 inh: -6
`CCCCCCC(O)(c1ccccc1)C(CN1CCOCC1)c1ccccc1` (configuration not stated) – UHRF1 MBD2 ctr: -1
`COc1ccc(Cl)cc1NC(=O)CN(C)C(=O)c1cc2c(s1)CCC(C)C2` (configuration not stated) – Tn7 DDE FP: 2

Additional compounds:
SMILES | ADAM17 inh | ASAP1 inh | MBD2 DNA inh | Tn7 DDE FP | PLCg1 inh | Tn6 DDE FP | UHRF1 MBD2 ctr | ARFGAP1 inhibitor | KLK7 zymogen act | PLC-beta3 inh
CC(C)(C)OC(=O)N1CCC[C@H]1c1nnc(SCC(=O)Nc2ccc(Br)cc2)o1 | -1 | 1 | -1 | -4 | 3 | 7 | -2 | -1 | 0.1 | -1
COc1ccccc1NC(=O)c1c(C)nc2ccccc2c1C(=O)O | -4 | 7 | 7 | 13 | 1 | -3 | 0 | 0 | 0.8 | -4
Oc1ccc(C2=NN(c3ccccc3)C(c3ccc(F)cc3)C2)cc1 (configuration not stated) | i | 3 | 5 | -4 | i | -2 | -2 | 14 | -74 | i
COc1ccccc1NC(=O)Nn1cnnc1 | -2 | -4 | 3 | 2 | 4 | 0 | 1 | 2 | -1.0 | 0
CCOc1ccc(-c2ccc(SCC(=O)NC3CCCCC3)nn2)cc1 | -3 | -18 | -2 | -2 | 1 | -1 | 0 | -11 | 0.1 | -3
Cc1nn(-c2ccccc2)c(Cl)c1/C=N/Nc1nc2ccccc2[nH]1 | -1 | -1 | 2 | 1 | 1 | -2 | -1 | 6 | 0.2 | -2
CC(=O)N1CCN(C(=O)COc2ccc(N(C)S(=O)(=O)c3cccs3)cc2)CC1 | 1 | 2 | 1 | -6 | -1 | -3 | 1 | 16 | 0.1 | 5
CCCCCNC(=O)C(CCc1ccccc1)n1c(=O)c(-c2cc3ccccc3[nH]2)nc2ccccc21 (configuration not stated) | -53 | 7 | 0 | 1 | i | -7 | 0 | -5 | -18 | i
CCc1cccc(NS(=O)(=O)c2csc(C(N)=O)c2)c1 | 1 | 5 | -1 | 0 | 3 | -5 | 1 | -5 | -0.5 | 4
O=c1c2ccccc2c(C=NCCCN2CCOCC2)c(O)n1Cc1ccc2c(c1)OCO2 | -28 | 2 | -3 | -4 | -13 | -2 | -2 | 3 | 0.4 | -22
CCNC(=S)N(Cc1ccc2c(c1)OCO2)C1CC(=O)N(c2ccc(F)cc2)C1=O (configuration not stated) | 5 | 1 | 8 | 0 | 2 | -12 | 6 | 15 | 0.4 | 6
CC(NC(=O)CCSc1nc(-c2ccc3c(c2)OCO3)cc(C(F)(F)F)n1)c1ccccc1 (configuration not stated) | -10 | -8 | 5 | 5 | -56 | -1 | -1 | 21 | -0.8 | -68

Full records, quoted from the list. Order of values: ADAM17 inh	ASAP1 inh	MBD2 DNA inh	Tn7 DDE FP	PLCg1 inh	Tn6 DDE FP	UHRF1 MBD2 ctr	ARFGAP1 inhibitor	KLK7 zymogen act	PLC-beta3 inh
CCOc1ccc(-c2ccc(SCC(=O)NC3CCCCC3)nn2)cc1 in the list: -3	-18	-2	-2	1	-1	0	-11	0.1	-3
COc1ccccc1NC(=O)Nn1cnnc1 in the list: -2	-4	3	2	4	0	1	2	-1.0	0

The list goes on.
SMILES | ADAM17 inh | ASAP1 inh | MBD2 DNA inh | Tn7 DDE FP | PLCg1 inh | Tn6 DDE FP | UHRF1 MBD2 ctr | ARFGAP1 inhibitor | KLK7 zymogen act | PLC-beta3 inh
CCc1ccc(Nc2nnc(SCC(=O)Nc3ccc(C(=O)O)cc3)s2)cc1 | -4 | 2 | -2 | 1 | -2 | -1 | 0 | 2 | 0.2 | -3
COc1cccc(OC)c1C(=O)Nc1nc2ccc(S(C)(=O)=O)cc2s1 | -8 | 8 | 1 | 7 | -1 | -2 | -2 | -4 | 0.4 | -7
Cc1ccc(N2CC(NC(=O)C3CC3)CC2=O)cc1 (configuration not stated) | -2 | -14 | -2 | 4 | 2 | 2 | -1 | -6 | -0.3 | -4
FC(F)(F)c1ccc(Cl)c(NC(=S)N/N=C/c2ccccc2Cl)c1 | -1 | 17 | -3 | -4 | 2 | 4 | -1 | 0 | 0.3 | -8
COc1ccc(C2=NS(=O)(=O)N(C)C(C(=O)NCc3ccccn3)=C2)cc1 | -1 | 2 | -3 | 3 | -53 | 2 | 0 | -5 | -0.7 | -71
CC(CN1C(C)CCCC1C)OC(=O)c1cccc(Br)c1 (configuration not stated) | -2 | 10 | -5 | -5 | 0 | 5 | -1 | 7 | 0.2 | -3
Cc1cc(C)c2c(-n3cccc3)c(C(=O)NNS(=O)(=O)c3ccc(Cl)cc3)sc2n1 | 6 | -3 | -6 | -5 | -4 | 1 | 0 | 9 | 0.6 | -9
CCn1c(=O)c(C(=O)CN2CCc3ccccc32)c(N)n(Cc2ccccc2)c1=O | 0 | 6 | -4 | 1 | -1 | 9 | -5 | -7 | -0.6 | -5
Cc1oc(-c2ccccc2Cl)nc1CS(=O)CC(=O)NC1CC1 (configuration not stated) | -5 | -11 | 3 | 12 | 0 | 3 | 2 | -11 | -0.1 | -1
CCCC(=O)NCc1ccc2c(c1)cc(C)n2C | -6 | 6 | -12 | 0 | -31 | 4 | -7 | 33* | 0.5 | -45
CN(Cc1ncc[nH]1)C(=O)CC1C(=O)NCCN1Cc1c(F)cccc1Cl (configuration not stated) | -1 | -12 | 5 | 4 | -3 | 3 | 0 | -8 | 0.4 | -3
CC/C(=N\NC(=O)c1ccc2c(c1)OCO2)c1ccccc1 | -3 | -3 | 2 | -3 | -3 | 5 | 0 | 2 | -0.6 | -5
O=C(COc1cccc(C(F)(F)F)c1)Nc1cccc(S(=O)(=O)NC2=NCCCCC2)c1 | 2 | -15 | -5 | 4 | 1 | 1 | 0 | -1 | 1.0 | -3
Cc1ccc(/C=C/C(=O)Nn2cnnc2)cc1 | -1 | 0 | -1 | -6 | -1 | 0 | -1 | -3 | -0.1 | 1
O=C(Nc1ccccc1)c1cc2n(n1)C(C(F)(F)F)CC(C1CC1)N2 (configuration not stated) | -2 | 13 | -3 | -5 | 0 | -6 | -2 | 4 | 0.0 | 3
COc1ccccc1S(=O)(=O)Nc1ccc2nc(C)sc2c1 | -9 | 0 | 0 | 8 | -1 | -1 | -2 | 1 | -0.8 | -4
COc1ccc(C(CC(=O)NCc2ccco2)c2ccc(F)cc2)cc1 (configuration not stated) | -4 | 5 | 2 | 1 | 0 | 6 | 3 | -1 | -0.1 | 1
CCOC(=O)C1=NN(C(=O)c2ccccc2)C(O)(c2ccc(C)cc2)C1 (configuration not stated) | -4 | 0 | 3 | -8 | -3 | 1 | 4 | 8 | 0.1 | -6
Cc1ccc(C(=O)N/N=C2/NC(=O)CC(C(=O)Nc3ccccc3)S2)cc1 (configuration not stated) | 0 | 8 | -2 | 2 | -2 | 1 | -3 | 4 | 0.1 | 0
Cc1cccc(CCNC(=O)C2CCCN(S(=O)(=O)c3cnc[nH]3)C2)c1 (configuration not stated) | -1 | 1 | 0 | -4 | 1 | -2 | 1 | -2 | -0.4 | 1
COc1ccc(-n2c(-c3ccc(Cl)cc3)c[n+]3c2CCc2ccccc2-3)cc1 | -2 | 6 | 0 | -5 | 1 | 3 | 0 | 2 | -0.5 | -4
O=C(c1ccco1)N1CCN(C(c2ccccc2F)c2nnnn2Cc2cccs2)CC1 (configuration not stated) | -4 | 12 | -6 | -1 | 2 | 6 | -1 | -1 | 0.2 | 0
O=S(=O)(c1ccc(Br)cc1)n1c(Cc2ccccc2)nc2ccccc21 | -1 | -10 | -2 | 13 | 0 | 5 | -2 | 2 | -0.5 | 0
COc1ccc(CCN2CC(C(=O)NCCc3ncccc3C)CCC2=O)cc1 (configuration not stated) | -9 | -2 | 4 | 5 | 0 | 1 | 0 | 22 | -0.3 | 0
COc1cccc(NC(=O)CN(C)CC(=O)Nc2ccc(Br)cc2)c1 | 1 | 9 | -6 | 1 | 4 | 3 | -1 | -4 | -0.1 | -4
